TbPYK inhibitor – blocks Trypanosoma brucei pyruvate kinase; TbPYK enzyme, Kinase-Glo Plus ATP luminescence, 45 min; Potency, µM (highest dose often 76.8 µM), for the others: at the highest dose activity, negative = inhibition, usual class: inhibitors; 0.12% of 410,000 active; AID 624173; also: nearly all actives have a fitted effect of over 50% in size
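ADP (130 uM final) triggers the TbPYK reaction after compound addition; incubation is 45 min at room temperature. Kinase-Glo Plus is then added and luminescence imaged. Normalized data are fitted to concentration-effect curves.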
Sm TGR inh – S. mansoni TGR enzyme inhibition | Q962Y6 | purified TGR, DTNB reduction, TNB absorbance 405 nm | Potency, µM (series often up to 114 µM), for inactives: at the top dose activity change, negative = inhibition, usual class: inhibitors | 3% of 360,000 active | AID 485364; also: nearly all actives have a fitted effect of over 60% in size
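Kinetic colorimetric format: TGR-catalysed, NADPH-driven DTNB reduction monitored via TNB absorbance. Enzyme dispensed at 20 nM; compound exposure 15 min at room temperature before reaction start.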
Numbers without * were called inactive; ? = inconclusive; [ ] = remark or other dose. Calls follow the shape of the dose curve; as a rule, active = well fitted curve in the direction sought with a large enough effect; inconclusive = small, poorly fitted or top-dose-only effect, or another doubt; inactive = no such curve, though single readings can be large; an effect the other way counts as inactive or inconclusive. % is scaled to controls: 0 for no effect and ±100 for the full control effect; potency is read from the fitted curve at half-maximal effect.

The first 5 records as a preview:
SMILES	TbPYK inhibitor	Sm TGR inh
Nc1c(-c2nc(-c3ccc4c(c3)OCO4)cs2)c2ccccn2c1C(=O)c1ccccc1	1%	-5%
COc1ccc(/C=C/C(=O)Nc2ccc3nc4c(c(Nc5ccc(OC)c(OC)c5)c3c2)CCCC4)cc1	2%	-11%
CCc1ccc2nc(N(CCN(CC)CC)C(=O)c3ccco3)sc2c1	4%	7%
CCCCn1c(=O)c2oc3ccccc3c2n(Cc2ccc(C)cc2)c1=O	-1%	3%
COc1ccccc1N1CCN(C(=O)Cn2ncc3ccsc3c2=O)CC1	-14%	13%

The list itself, from the first entry:
SMILES	TbPYK inhibitor	Sm TGR inh
Nc1c(-c2nc(-c3ccc4c(c3)OCO4)cs2)c2ccccn2c1C(=O)c1ccccc1	1%	-5%
COc1ccc(/C=C/C(=O)Nc2ccc3nc4c(c(Nc5ccc(OC)c(OC)c5)c3c2)CCCC4)cc1	2%	-11%
CCc1ccc2nc(N(CCN(CC)CC)C(=O)c3ccco3)sc2c1	4%	7%
CCCCn1c(=O)c2oc3ccccc3c2n(Cc2ccc(C)cc2)c1=O	-1%	3%
COc1ccccc1N1CCN(C(=O)Cn2ncc3ccsc3c2=O)CC1	-14%	13%
CCOc1ccc(-c2nnc(SCC(=O)NCCC(C)C)nc2-c2ccc(OCC)c(OC)c2)cc1OC	-12%	-8%
COc1ccc(CNC(=O)CCC(=O)N2CC3CCCN3c3ccccc32)c(OC)c1 (stereo unspecified)	3%	5%
COc1ccc(C)cc1NC(=O)C(=O)NCC(c1cccnc1)N1CCN(c2ccccc2F)CC1 (stereo unspecified)	-7%	0%
CCCCN1C(C(=O)c2ccccc2)=C(OC(=O)CC)c2ccccc2S1(=O)=O	4%	1%
COC(=O)c1ccccc1NC(=O)CCS(=O)(=O)c1nc(-c2ccc3c(c2)OCO3)cc(C(F)(F)F)n1	-3%	-21%
O=C(NCc1ccccc1Cl)C(=O)NCC(c1ccco1)S(=O)(=O)c1cccs1 (stereo unspecified)	1%	32µM*
Cc1ccc(NC(=O)c2c(C)cc(C)nc2SCC(=O)Nc2ccc(Br)cc2)cc1	0%	-4%
O=C(NCCc1ccccc1)C1COc2ccccc2C1 (stereo unspecified)	-4%	41%[activator]
COc1cccc(NC(=O)/C(C#N)=C\c2cn(Cc3ccc(Cl)cc3)c3ccccc23)c1	2%	4%
Cc1ccc(C)c(NC(=O)c2cc(S(=O)(=O)N3CCc4ccccc4C3)ccc2F)c1	0%	8%
Cc1cccc(NC(=O)CSc2nnc(N)s2)c1	-6%	0%
CC(=O)c1cccc(NS(=O)(=O)c2cc3c(cc2C)n(C)c(=O)c(=O)n3C)c1	4%	-3%
CC(C)c1nn2c(=O)cc(COC(=O)c3cccc(NC(=O)c4ccccc4F)c3)nc2s1	-3%	-5%
COc1cccc(CNC(=O)C2CCN(C(=O)c3cnn(-c4ccccc4)c3-n3cccc3)CC2)c1	2%	9%
CCOc1ccc(NC(=O)CN2C(=O)COc3ccc(S(=O)(=O)Nc4ccccc4)cc32)cc1	-21%	1%
CCOc1ccc(NC(=O)CC2C(=O)N(c3ccccc3)C(=O)N2Cc2cccc(OC)c2)cc1 (stereo unspecified)	5%	-2%
COc1cccc(-c2noc(CCCC(=O)NCc3ccco3)n2)c1	-2%	45µM*
CS(=O)(=O)c1ccccc1-c1nnc(NC(=O)c2ccc3c(c2)OCCO3)o1	6%	4%
C=C(C)CSc1nc2sc3c(c2c(=O)n1-c1ccccc1)CC(C(C)C)OC3 (stereo unspecified)	0%	-3%

Copied from the list.
For TbPYK inhibitor, COc1cccc(NC(=O)/C(C#N)=C\c2cn(Cc3ccc(Cl)cc3)c3ccccc23)c1 is listed with 2%
For Sm TGR inh, Cc1cccc(NC(=O)CSc2nnc(N)s2)c1 is listed with 0%
For TbPYK inhibitor, CC(=O)c1cccc(NS(=O)(=O)c2cc3c(cc2C)n(C)c(=O)c(=O)n3C)c1 is listed with 4%
For Sm TGR inh, COc1cccc(-c2noc(CCCC(=O)NCc3ccco3)n2)c1 is listed with 45µM*
For Sm TGR inh, O=C(NCCc1ccccc1)C1COc2ccccc2C1 (stereo unspecified) is listed with 41%[activator]

Other records
SMILES	TbPYK inhibitor	Sm TGR inh
COc1cc(Cl)c(NC(=O)C(NS(=O)(=O)c2cccs2)C(C)C)c(OC)c1 (stereo unspecified)	-9%	0%
Cc1ccc(-c2noc(-c3cccnc3NCc3ccco3)n2)cc1	-4%	-2%
Cc1ccc2oc(-c3ccc(Cl)cc3)c(O)c(=O)c2c1	-8%	8%
COc1ccc(C2CC(=O)c3c([nH]c(C(=O)OC4CCCCCC4)c3C)C2)cc1OC (stereo unspecified)	-10%	3%
Cc1ccccc1CN1C(=O)c2ccccc2S(=O)c2ccc(C(=O)NC3CCC(C)CC3)cc21 (stereo unspecified)	1%	-9%
COc1ccc(NC(=O)CC2C(=O)N(c3ccc(F)cc3)C(=O)N2CCc2sccc2C)cc1 (stereo unspecified)	1%	-1%
COc1ccc(CC(=O)Nc2c(C(=O)Nc3ccccc3F)oc3ccccc23)cc1	2%	2%
Cc1nnc(N2CCN(c3ccccc3F)CC2)c2c1nnn2Cc1ccc(F)cc1	1%	4%
CCc1ccc(NC(=O)c2cc3sc(Cl)cc3n2C)cc1	-5%	-1%
COc1ccccc1NC(=O)Cn1c(SCC(=O)NCc2ccccc2)nc2ccccc21	0%	-7%
Cc1cccc(-n2nc(C)c(C(=O)N3CCN(c4ccccc4)CC3)c2-n2cccc2)c1	2%[15.4 µM]	4%
Cc1ccc(NC(=O)CSc2cc(=O)n(C)c3ccc(Cl)cc23)c(Br)c1	-5%	3%
COc1cc(OC)cc(-c2nc3nc(C)c(CCC(=O)Nc4ccc(C)c(C)c4)c(C)n3n2)c1	-3%	3%
CCOC(=O)CCc1c(C)nc2c(-c3ccccc3)c(C)[nH]n2c1=O	-3%	4%
Cc1ccc2c(=O)c(C(=O)c3ccc(F)cc3)cn(CC(=O)NC3CCCCC3)c2n1	-6%	-1%
COc1ccc(C2C(C(=O)Nc3ccc(C)cc3C)=C(C)Nc3nc(SCc4cccc(C)c4)nn32)c(OC)c1 (stereo unspecified)	5%	3%
CCN(CC)c1ccc(-c2nc(-c3ccncc3)no2)cc1[N+](=O)[O-]	-1%	-4%
CCc1nnc2c(Nc3ccccc3Br)nc3ccccc3n12	2%	2%
Cc1ccc2c(=O)cc(C(=O)Nc3sc4c(c3C(=O)NCC3CCCO3)CCCC4)oc2c1C (stereo unspecified)	0%	2%
CCN(c1ccc(Cl)cc1)S(=O)(=O)c1nnc(NC(=O)c2ccccc2C)s1	0%	-6%
CCc1ccccc1NC(=O)C(=O)NCC(c1cccnc1)N1CCN(c2ccccc2F)CC1 (stereo unspecified)	-3%	-4%
COc1ccc(C(=O)NCc2nc(-c3cccc(C)c3)no2)cc1OC	2%	0%
Cc1cc(S(=O)(=O)Nc2cc3c(cc2Cl)n(C)c(=O)c(=O)n3C)ccc1F	-1%	-1%
CCCCOC(=O)c1ccc(NC(=O)Cc2coc3c(C)c(C)ccc23)cc1	5%	21%
Cn1c(/C(C#N)=C/c2ccccc2Br)nc2ccccc21	-7%	-16%
CCN(CC)S(=O)(=O)c1ccc2oc(C(=O)NCc3ccccc3OC)c(C)c2c1	2%	-1%
CCS(=O)(=O)c1ncc(N(Cc2ccco2)Cc2ccccc2F)c(C(=O)Nc2cccc(Cl)c2)n1	-2%	4%
CCN(CC)S(=O)(=O)c1ccc2c(c1)N(CC(=O)Nc1c(C)cccc1C)C(=O)C1CCCN21 (stereo unspecified)	-1%	-2%
O=C1c2[nH]nc(-c3ccc(Br)cc3)c2C(c2cccc(O)c2)N1c1ccc(Cl)cc1 (stereo unspecified)	1%	0%
COc1ccccc1N1CCN(C(CNC(=O)C(=O)NCCN(C)C)c2cccnc2)CC1 (stereo unspecified)	-2%	-3%
CC(C)c1ccc(NC(=O)CSC2=Nc3ccccc3C3=NC(CC(=O)NC4CCCCC4)C(=O)N23)cc1 (stereo unspecified)	3%	1%
COc1ccc(OC)c(CCNC(=O)c2cc3cccc4c3n2CC(C)S4)c1 (stereo unspecified)	7%[15.4 µM]	6%
Cc1ccc(CNC(=O)C2CCCN(c3ncnc4onc(-c5ccc(F)cc5)c34)C2)cc1 (stereo unspecified)	-1%	-1%
Cc1ccc(/C=C/c2onc(C)c2S(=O)(=O)N2CCC(C(=O)N3CCN(c4ccccc4F)CC3)CC2)cc1	2%	9%
CCOC(=O)c1cccc(NC(=O)c2cc(CN3CCOCC3)on2)c1	-1%	-1%
O=C(NCCc1ccccc1)c1ccc2c(c1)N(Cc1ccccc1F)C(=O)c1ccccc1S2=O (stereo unspecified)	4%	6%
CCOC(=O)c1ccc(CN(Cc2ccc(F)cc2)S(=O)(=O)c2cc(C(=O)Nc3cccc(C(F)(F)F)c3)ccc2F)cc1	4%	2%
CCOc1ccc(CCNC(=O)c2ccc(-c3nc(CSc4ccccc4)c(C)o3)cc2)cc1	0%	3%
Cc1ccc(NC(=O)CN(Cc2ccccc2)S(=O)(=O)c2ccc3nc(C)sc3c2)c(C)c1	0%	0%
COc1ccc2c(Sc3ccc(Cl)cc3)c(C(=O)N3CCC(C)CC3)[nH]c2c1	3%	-16%
COc1cccc(-n2c(SCC(=O)Nc3cccc(Cl)c3)nc3c(oc4ccccc43)c2=O)c1	-5%	5%
Cc1ccc(CN2CCSc3ccc(C(=O)Nc4cc(C)cc(C)c4)cc32)cc1	-11%	3%
CCOc1ccccc1CNS(=O)(=O)c1cnc(N)nc1	-5%	-2%
COc1cccc(-c2ccnc3c(-c4ccccc4)c(C)nn23)c1	-7%	6%
CCOc1ccc(CNC(=O)CS(=O)(=O)c2cccc3nsnc23)cc1	2%	-17%
O=C(C1CCC1)N1CCCc2cc(S(=O)(=O)Nc3ccc(F)cc3)ccc21	3%	-5%
O=C(Nc1ccccc1F)c1ccc(-c2ccccc2)s1	-8%	-8%
COc1ccccc1CNC(=O)COCc1cc(-c2ccc3c(c2)OCO3)on1	1%	5%
CC1CCN(S(=O)(=O)c2ccc3c(c2)N(CC(=O)N2CCN(c4ccccc4)CC2)C(=O)CO3)CC1	5%	-9%
CCOc1ccccc1NC(=O)Cn1ccn(-c2ccccc2)c(=O)c1=O	2%	4%
CCOc1ccc(-n2nc3cc(C)c(NC(=O)CC)cc3n2)cc1	-5%	5%
COc1ccccc1C(=O)OCc1cc(=O)n2nc(C3CCCCC3)sc2n1	1%	-1%
Cc1ccc(CNc2ncnc3c2nc2n3CCCC2)cc1	1%	6%
COc1cc(C(=O)NCC(c2ccc(N(C)C)cc2)N2CCc3ccccc32)cc(OC)c1OC (stereo unspecified)	-7%	-17%
CCOc1cccc(C2c3c(-c4cc(C)ccc4O)n[nH]c3C(=O)N2Cc2ccco2)c1 (stereo unspecified)	-6%	6%
COCCn1c(C)cc(O)c(C(c2ccc(OC)cc2)N2CCCCC2)c1=O (stereo unspecified)	0%	?
COc1ccc(CCN2CCC(CNC(=O)c3cnn(-c4cccc(Cl)c4)c3C3CCN(C(=O)OC(C)(C)C)CC3)CC2)cc1	-3%	-24%
CCc1ccccc1N1C(=O)N(Cc2cccc(Cl)c2)c2ccccc2S1(=O)=O	12%	6%
Cc1ccc(CNC(=O)C2CCCN(Cc3nc(-c4cccc(C)c4)oc3C)C2)cc1 (stereo unspecified)	-1%	-11%
COc1cc(NC(=O)CSc2nc(-c3cccs3)cc(C(F)(F)F)n2)cc(OC)c1OC	2%	-3%

Ordered by heavy-atom count (smallest number first): some entries from above
SMILES	TbPYK inhibitor	Sm TGR inh
CCc1ccccc1N1C(=O)N(Cc2cccc(Cl)c2)c2ccccc2S1(=O)=O	12%	6%
COc1cc(NC(=O)CSc2nc(-c3cccs3)cc(C(F)(F)F)n2)cc(OC)c1OC	2%	-3%
COc1cc(C(=O)NCC(c2ccc(N(C)C)cc2)N2CCc3ccccc32)cc(OC)c1OC (stereo unspecified)	-7%	-17%

Remaining list, next part
SMILES	TbPYK inhibitor	Sm TGR inh
CC1CCN(CCNC(=O)c2ccc(Cn3c(SCc4ccccc4)nc4cccnc43)cc2)CC1	-5%	-2%
COc1cc(OC)c(NC(=O)c2c(C)oc3ncn(C)c(=O)c23)cc1Cl	4%	1%
CCOC(=O)N1CCc2c(sc3c2c(=O)n(Cc2ccccc2)c(=O)n3CC(=O)Nc2ccccc2F)C1	-3%	-5%
CC(=O)N1CCC2(CC1)OC(=O)C(C)=C2C(=O)NCc1ccccc1Cl	-3%[15.4 µM]	0%
Cc1ccccc1C(=O)NCCc1sc(-c2ccc(Cl)cc2)nc1C	-3%	-2%
COc1ccc(C2C(C(=O)Nc3cccnc3)=C(C)Nc3nc(-c4ccccc4)nn32)cc1OC (stereo unspecified)	3%	8%
CCCCc1ccc(NC(=O)COc2cccc3c(=O)n(C)ccc23)cc1	-2%	2%
Cc1noc(NS(=O)(=O)c2ccc(NC(=O)c3ccc(Br)cc3)cc2)c1C	1%	-11%

High-throughput results as filed in PubChem.

These rows are one share of the data; count on the stated rates, not on these rows.
